RXFP1 antag = RXFP1 (human) relaxin receptor antagonism; AID 1259400; 350,000 compounds, 0.59% hits; HEK293-RXFP1, relaxin-stimulated cAMP HTRF, 30 min; active compounds read low; activity change, negative = inhibition, % at 57.5 µM; Q9HBX9;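 active means activity change of -60% or lower, but not beyond a set lower limit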; further: on the % scale 0 is the no-effect control and ±100 the full control effect
D1 ag = agonists of human D1 dopamine receptor; HEK293 T-REx D1 cells, calcium flux, agonist mode; activation, % at 2 µM; 360,000 compounds, 1% hits; AID 504660; further: 0% is about no effect
Target sequence (P21728 whole entry, looked up): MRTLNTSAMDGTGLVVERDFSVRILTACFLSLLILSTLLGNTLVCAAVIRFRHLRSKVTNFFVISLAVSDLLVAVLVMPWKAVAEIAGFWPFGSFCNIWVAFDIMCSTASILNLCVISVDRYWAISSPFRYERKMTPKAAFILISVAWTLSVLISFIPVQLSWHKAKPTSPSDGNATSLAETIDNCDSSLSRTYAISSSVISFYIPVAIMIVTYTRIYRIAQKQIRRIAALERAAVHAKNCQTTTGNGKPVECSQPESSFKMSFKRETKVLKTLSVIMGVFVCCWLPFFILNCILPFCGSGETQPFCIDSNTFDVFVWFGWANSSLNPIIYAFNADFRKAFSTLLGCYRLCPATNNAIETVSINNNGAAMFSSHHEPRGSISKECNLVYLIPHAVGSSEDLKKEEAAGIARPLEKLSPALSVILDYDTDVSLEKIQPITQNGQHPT
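Agonism was scored from calcium flux recorded over 180 s (1 read/s) after pintool compound addition, following a 10-cycle baseline. Cells were inducible force-coupled HEK293 TREx D1, plated overnight at 30 C and loaded with no-wash calcium dye.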
D2 agonist = D2 dopamine receptor (human) agonism | 340,000 compounds, 0.53% hits | HEK293 T-REx D2 cells, calcium flux agonist mode | AID 485358 | P14416 | activation, % at 2 µM;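 active means activation over 3 SD above normal in the single-dose calcium agonist read, cut at about 30% in these data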; further: 0% is about no effect
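Tetracycline-induced HEK293 T-REx cells with force-coupled D2 receptor, plated overnight at 30 C, loaded with no-wash calcium dye. After a 10 s baseline, compound was pin-added and calcium flux read kinetically for 180 s; calcium rises flagged agonists.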
D2 antagonist = antagonists of human D2 dopamine receptor; P14416; HEK293 TREx D2 cells, calcium flux, dopamine EC80; inhibition, % at 10 µM; 340,000 compounds, 2% hits; in the data active means inhibition above about 30%; further: 0% is about no effect
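Measurement of antagonist activity uses fluorescent calcium dye in inducible HEK293 T-REx D2 cells: 10 s baseline, compound addition with 180 s read, EC80 dopamine addition with a further 180 s read.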
D2 PAM = positively modulates the human D2 dopamine receptor allosterically | 340,000 compounds, 0.34% hits | HEK293 T-REx D2, calcium flux, EC20 dopamine potentiation | P14416 | potentiation, % at 10 µM;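 active means potentiation over 3 SD above the plate norm, cut at about 30% in these data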; further: 0% is about no effect
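Tetracycline-induced HEK293 T-REx cells force-coupled to calcium signalling expressed D2; compounds were pin-added after a 10 s baseline, read kinetically 180 s, then an EC20 dopamine challenge followed with a further 180 s calcium read.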
D1 potentiator = potentiators of human D1 dopamine receptor; P21728; HEK293 TREx D1 cells, calcium flux, dopamine EC20 potentiation; potentiation, % at 10 µM; 360,000 compounds, 0.036% hits; AID 504651; in the data active means potentiation above about 30%; further: 0% is about no effect
TRHR PAM = allosteric enhancers of human TRH receptor; 360,000 compounds, 0.66% hits; enhancement, % at 2 µM; TRHR cells, fluo-8 calcium fluorescence, EC20 TRH enhancement; in the data active means enhancement above about 30%; further: 0% is about no effect
Target sequence (P34981 whole entry, looked up): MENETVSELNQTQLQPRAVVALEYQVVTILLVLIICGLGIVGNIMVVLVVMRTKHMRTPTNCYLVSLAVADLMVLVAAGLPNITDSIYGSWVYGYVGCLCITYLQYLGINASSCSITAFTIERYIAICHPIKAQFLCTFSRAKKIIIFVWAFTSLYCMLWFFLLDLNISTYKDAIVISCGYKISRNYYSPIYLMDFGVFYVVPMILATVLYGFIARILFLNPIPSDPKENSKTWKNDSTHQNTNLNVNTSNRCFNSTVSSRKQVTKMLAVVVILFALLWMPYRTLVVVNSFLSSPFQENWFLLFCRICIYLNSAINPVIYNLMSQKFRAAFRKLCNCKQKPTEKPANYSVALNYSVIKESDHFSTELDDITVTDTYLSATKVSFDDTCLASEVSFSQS
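Enhancer read-out: after compound pinning and an initial kinetic agonist-mode read, an EC20 of TRH (10 nM final) was injected and fluo-8 calcium signal (Ex 480/Em 530) followed at 1 s/cycle for 100 cycles in TRHR-expressing cells.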
D1 antag = antagonists of human D1 dopamine receptor; HEK293 TREx D1 cells, calcium flux, dopamine EC80; active compounds read low; P21728; 360,000 compounds, 3.2% hits; activity change, negative = inhibition, % at 10 µM; in the data active means activity change below about -30%; further: on the % scale 0 is the no-effect control and ±100 the full control effect
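Inducible Hek293 Trex D1 cells (tetracycline, overnight, 30 C). Calcium dye 30–90 min RT. Antagonist mode: EC80 dopamine added after 180 s compound read.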
TRHR ag = activates the human TRH receptor | P34981 | 360,000 compounds, 0.18% hits | TRHR cells, calcium flux fluo-8, FDSS agonist mode | activation, % at 2 µM; further: 0% is about no effect
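Agonist-mode FDSS calcium read (Ex 480/Em 530, 1 s cycles) in 1536-well TRHR cells with fluo-8 dye, after 10-cycle baseline and 23 nL compound addition; TRH at EC20 (10 nM final) added afterwards for the enhancer phase.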
* = called active by the depositor; · = no result given. Unless noted, no stated cut-off is given here; in the data, active means activation above about 30%; inactive means the rest. Random draw from the library; 7.1% or so of the library scored in one or more.

SMILES	RXFP1 antag	D1 ag	D2 agonist	D2 antagonist	D2 PAM	D1 potentiator	TRHR PAM	D1 antag	TRHR ag
O=C(Nc1ccc(Cl)cc1)N1CC=CCC1	-11.3	1.4	0.0	6.7	-8.0	-11.3	-7.4	-6.5	-0.2
N#CCCC(CCC#N)(CCC#N)c1cc[n+](CCc2ccccn2)cc1	·	2.7	0.4	-4.5	-15.2	-2.0	-4.0	-20.9	0.0
CCC(C)(C)n1nnnc1C(c1ccncc1)N1CCC(Cc2ccccc2)CC1 (stereo not drawn)	-14.6	1.8	-0.3	-1.5	10.0	0.2	14.7	1.0	1.8
CCNC(=O)c1cc(S(=O)(=O)N2CCSCC2)ccc1OC	20.1	-0.3	·	·	·	-5.7	-3.2	33.0	0.9
C=CCn1c(SCc2nnc(-c3ccccc3)o2)nnc1C(O)c1ccccc1 (stereo not drawn)	0.6	-2.1	0.7	12.0	-2.4	-2.8	-3.0	9.7	-0.1
O=C(Nc1cccc(F)c1)C1CCCN1S(=O)(=O)c1cccc2cccnc12 (stereo not drawn)	·	2.3	-2.0	10.9	2.4	-3.2	5.1	-11.9	-0.4
CC(C)(C)CC(=O)NC(=S)NCc1ccccc1	-10.6	1.3	0.6	-8.2	4.8	-3.6	15.2	-15.1	0.4
Cc1ccc(S(=O)(=O)N(C)c2ccc3sc(C)nc3c2)cc1	-0.6	5.6	1.0	-6.3	-8.6	-6.5	37.9*	0.9	-0.6
Cc1cccc(C(=O)N/N=C/c2ccc3c(c2)OCO3)n1	3.4	0.9	-0.7	-4.7	-4.0	3.3	8.8	1.8	0.6
[O-]C1=N/[N+](=C/c2ccccc2)CC1	-5.3	1.5	0.9	3.0	7.2	3.0	3.4	-11.3	-0.5
CCC(=O)Nc1cc(-c2nc3ncccc3o2)ccc1Cl	6.2	3.3	-2.1	-9.4	0.0	3.1	-6.8	22.8	-0.2
CCOC(=O)c1c(NC(=O)COc2ccc(Cl)cc2C)sc2c1CCCCC2	-0.4	-1.1	-0.4	·	-5.4	0.2	-2.5	0.1	-1.3
Cc1cc(OCCN2CCCCCC2)ccc1[N+](=O)[O-]	-4.8	1.2	0.2	33.9*	-12.3	3.3	5.3	-8.9	0.5
Cc1ccc(-c2nnc(SCC(=O)NCCN3C(=O)CSC3=O)n2C)cc1	2.0	0.4	0.7	-37.1	8.4	-6.6	2.5	18.5	0.1
CCOCC(=O)Nc1nc2c(s1)C(=O)CC(C)(C)C2	·	1.5	·	·	·	-4.2	23.3	-4.4	-0.3
COc1ccc(N2CC(C(=O)NC3CCCCC3)CC2=O)cc1 (stereo not drawn)	-3.2	-1.1	0.1	-2.3	-25.4	-1.1	-2.5	-2.9	0.3
CCOc1ccc(/C=C/C2=NNC(=O)CC2)cc1	-16.4	0.4	1.3	-0.4	5.2	-0.3	6.7	-14.7	-0.9
COc1ccc(NC(=O)C(C)N2C(=O)c3ccccc3S2(=O)=O)c(OC)c1 (stereo not drawn)	-11.8	5.6	-0.3	2.4	8.3	-3.3	0.7	-16.5	-0.4
CCc1nnc(NC(=O)CSc2sc3c(O)cc(=O)[nH]c3c2C#N)s1	-13.2	1.1	-0.4	3.3	·	-5.4	-4.3	29.3	0.3
CCn1ccnc1CN(C)Cc1c(C(=O)N2CCCCCCC2)nc2ccc(Cl)cn12	-7.8	5.4	0.2	1.7	10.3	6.3	-3.2	2.8	1.9
COC(=O)c1ccc(-c2ccco2)n1Cc1cc(C)ccc1C	-8.4	3.0	0.0	0.9	-2.6	-1.7	4.3	2.3	-0.1
COc1ccccc1OCCC(=O)NCc1ccc2c(c1)OCO2	-2.2	-0.7	-0.6	3.2	3.7	-7.6	2.6	-16.2	3.4
COc1cccc(Cn2c(Oc3cccc(C)c3)nc3c2c(=O)n(C)c(=O)n3C)c1	-2.1	3.8	1.0	-10.9	4.0	1.9	-7.4	-13.1	-0.4
COc1c(C(=O)NC(=S)Nc2nnn(C)n2)cc2ccccc2c1Br	-8.7	3.5	0.2	-8.0	1.0	-0.6	4.9	-3.0	0.2
COc1ccccc1CC(=O)NC1CCCc2ccccc21 (stereo not drawn)	-10.2	2.3	·	·	·	5.8	-2.3	3.4	-0.8
CCOc1ccc(CN(C)c2ccc(S(=O)(=O)N3CCN(C)CC3)cc2[N+](=O)[O-])cc1OC	7.5	27.5	0.3	0.5	7.5	-6.3	-8.2	-44.8*	2.7
Cc1cc(N2CCN(Cc3cn(C)nc3-c3ccccc3F)CC2)cc(C)n1	-7.5	1.7	7.6	8.2	-5.4	-3.2	-4.9	1.7	1.4
CN(C)CCCn1c(=O)n(CCc2ccccc2)c(=O)c2c3c(sc21)CCCCC3	-2.3	2.0	1.4	-2.3	-23.3	-4.3	4.5	2.1	1.1
COc1ccc(CC(=O)Nc2ccc(C)cc2O)cc1S(=O)(=O)N1CCOCC1	-12.1	4.4	-0.1	-13.9	18.3	7.4	4.1	7.5	0.1
O=C(Nc1ccc(Br)cc1F)c1ccc2c(c1)OCCO2	-1.8	0.7	-0.9	-1.7	-23.5	-11.8	-6.4	-12.1	-0.1
CC(=O)N1CCOc2ccc(S(=O)(=O)NCCc3ccccc3)cc21	2.4	3.6	0.9	0.1	-7.5	-8.1	1.6	-8.1	0.2
CC(=O)c1sc(NS(=O)(=O)c2ccc(C)cc2)nc1-c1ccccc1	-24.8	2.4	0.0	14.4	-7.6	-2.8	0.0	-9.1	-0.8
C=CCn1c(SCC(=O)Nc2sccc2C(N)=O)nc2ccccc2c1=O	1.3	-0.5	1.0	-5.6	4.7	-2.7	1.3	·	-0.4
C/C(=N/NC(=O)CNC(=O)c1cccc(F)c1)c1ccc2c(c1)CCCC2	-12.6	1.4	3.0	0.5	9.4	-0.9	5.6	13.0	0.6
O=C(Nc1nc2ccccc2n1CCOc1ccccc1Cl)c1ccccc1	·	0.6	0.1	·	4.2	-1.9	-4.6	-2.4	-0.3
COc1ccc(Nc2nc(Cl)c(C=O)s2)cc1	·	1.1	1.9	-12.6	0.2	-1.5	11.1	-5.5	2.7
CCOc1ccc(OCCSc2nc(N)cc(=O)[nH]2)cc1	3.0	3.0	0.0	-2.7	-0.5	-3.9	3.2	-17.4	0.1
O=c1c2c(nc3n1CCS3)c1cc(F)ccc1n2Cc1cc(=O)n2cc(Cl)ccc2n1	-10.9	0.9	3.5	2.7	6.9	-0.6	7.0	1.9	0.8
Cc1ccc(S(=O)(=O)N2CCN(CC(O)CN3CCOCC3)CC2)cc1 (stereo not drawn)	1.8	0.8	1.0	-3.2	-5.6	1.1	2.6	-4.1	0.1
COc1ccc2c(c1O)-c1ccccc1CCN(C)C2	·	-0.1	-0.1	0.2	-3.7	-2.0	-1.5	-16.2	0.0
Cc1ccc2nsnc2c1S(=O)(=O)NCc1ccc2c(c1)OCO2	12.4	-1.6	0.9	7.7	2.6	-2.8	2.3	-13.0	-0.5
Cc1ccc(-c2nn3c(C)nnc3s2)cc1NC(=O)c1ccc(-c2cccc(Cl)c2)o1	-10.9	0.0	-0.2	7.0	-6.5	1.1	-2.8	7.0	0.3
O=C(Nc1ccc(Cl)cc1C(F)(F)F)c1cc(S(=O)(=O)NCc2ccccc2)ccc1F	-8.1	1.3	-1.1	·	-17.7	-1.4	6.2	11.3	0.6
CCOc1cc(/C=N\NC(=O)c2ccc(NC(=O)C(C)(C)C)cc2)ccc1OC(=O)c1ccc(C)cc1	-3.4	1.1	·	·	·	-3.1	1.0	13.5	0.4
Cc1ccc(N=Cc2c(O)n(-c3ccc4c(c3)OCO4)c(=O)c3ccccc23)cc1	-2.2	2.6	-0.4	2.7	4.8	-0.7	-5.8	0.8	-0.5
c1cncc(-c2noc(CC3CCCCC3)n2)c1	2.4	3.4	-1.1	3.1	2.2	-0.5	4.9	-16.6	0.4
CCc1ccc(NC(=O)CC2C(=O)N(c3ccc(OC)cc3)C(=O)N2CCOC)cc1 (stereo not drawn)	-0.2	0.7	0.2	-12.2	-0.8	-1.3	3.0	4.0	0.9
O=C(COC(=O)c1cccnc1Cl)NCc1cccs1	5.3	2.8	6.3	-0.1	-9.7	-2.2	-5.3	-1.5	-0.4
CCOC(=O)c1ccc(NC(=O)CSc2nnc(CNC(=O)c3c(F)cccc3Cl)o2)cc1	-4.2	0.9	-0.3	7.2	-6.4	-5.8	2.8	1.3	-0.2
CCCn1c(=O)c2sccc2n2c(CCCC(=O)NCc3cccnc3)nnc12	-3.3	1.3	0.2	6.0	-3.7	0.5	-7.7	-14.7	0.6
O=C1CCCN2N=C(SCC(=O)Nc3ccc(F)cc3F)SC2=N1	11.6	7.7	1.0	-1.2	-0.7	·	-4.8	-16.3	0.2
Cc1csc(NC(=O)C2=COCCO2)n1	-9.5	3.5	0.7	14.4	6.1	5.2	2.2	-2.1	-0.2
C=CCN(c1ccccc1)S(=O)(=O)c1cccc(C(=O)NNC(=O)c2ccccc2O)c1	-23.6	0.9	0.2	-8.4	-15.2	0.3	0.5	3.0	0.5

Screening data (PubChem)
